Screening data: PubChem BioAssay, Broad Institute
PAX8 reporter = lowers PAX8-driven luciferase in RMG-I cells | 360,000 compounds, 1.2% hits | RMG-I TPO-luciferase reporter, SteadyGlo, 24 h | inhibition, % at 12.6 µM;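 active = mean replicate inhibition at least 60% with every replicate also reaching 60%; inconclusive = only one of the two criteria is met; inactive = mean below 60% and not all replicates reaching 60%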;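 note: luciferase light reporting Pax8 driven TPO promoter activity; plate controls were median of neutral control wells for no effect and mitoxantrone controls for full effect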
SIRT5 block = sirtuin-5 (human) deacylase inhibition | Q9NXA8 | Purified SirT5, succinyl-peptide AMC, trypsin-coupled fluorescence | inhibition, % at 15 µM | 330,000 compounds, 1.1% hits | AID 652115; in the data active = inhibition above about 15%; inconclusive = no clear call, values can overlap the other calls
Target sequence (Q9NXA8 whole entry, looked up): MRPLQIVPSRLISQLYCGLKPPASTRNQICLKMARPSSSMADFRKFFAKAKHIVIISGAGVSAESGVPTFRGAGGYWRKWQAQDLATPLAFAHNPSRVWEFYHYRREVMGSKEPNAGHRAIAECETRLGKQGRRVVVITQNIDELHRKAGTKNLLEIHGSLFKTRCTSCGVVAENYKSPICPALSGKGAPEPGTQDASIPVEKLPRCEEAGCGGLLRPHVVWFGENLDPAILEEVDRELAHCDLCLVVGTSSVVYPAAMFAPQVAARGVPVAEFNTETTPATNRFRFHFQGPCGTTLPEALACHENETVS
ARNT-TACC3 inh = ARNT/TACC3 interaction disruption; AlphaScreen His-ARNT PAS-B/GST-TACC3 binding, luminescence; TACC3 fragment carries E629A point mutation; Q9Y6A5; inhibition, % at 9.99 µM; 390,000 compounds, 0.66% hits;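 active = mean inhibition of replicates at least 50% and at least half of replicates each reaching 50%; inconclusive = half or more replicates reach 50% but mean below 50%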;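 note: 0% = complete ARNT plus TACC3 wells and 100% = ARNT alone without TACC3; many hits fall short of the cut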
LGR2 antag = inhibitors of bursicon-induced Drosophila LGR2 receptor cAMP signaling; HEK293 LGR2, CRE-luciferase, bursicon-stimulated, 4 h; inhibition, % at 9.99 µM; 380,000 compounds, 0.35% hits; AID 720647;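 active = drop in luminescence signal, shown as inhibition above about 50% in the replicate tests, limit read from the data, passing the limit was not always enough; inconclusive = probably only some replicates passing the limit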;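 note: agonist challenge used bursicon conditioned medium at about half maximal strength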
EWS-Fli block = EWS/Fli transcriptional activity inhibition; A673 NR0B1-luciferase reporter, viability-normalised; inhibition, % at 12.6 µM; 350,000 compounds, 0.67% hits; AID 651661;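 active = mean inhibition of at least 50% after viability correction, with every replicate also passing that limit; inconclusive = mean reaches 50% but only one of two replicates passes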;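 note: firefly luciferase signal divided by Alamar Blue viability fluorescence both relative to DMSO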
DENV2 CPE rescue = DENV2-induced cell death inhibition. CPE inhibition, % at 9.99 µM. DENV2-infected cells, cytopathic effect rescue, plate reader. 350,000 compounds, 1.7% hits; in the data active = CPE inhibition above about 20%, passing the limit was not always enough; inconclusive = no clear call, values can overlap the other calls; tested in BHK-21 cells;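 note: 0% = median of neutral control wells and 100% = median of positive control wells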
CASP6 VEID inh = caspase-6 (human) enzyme inhibition. purified caspase-6, Z-VEID-R110 cleavage fluorescence. P55212. inhibition, % at 12.5 µM. 350,000 compounds, 0.53% hits;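 active = mean inhibition across replicates at least about 35%, with every replicate also reaching that limit, limit read from the data; inconclusive = only one of the two criteria met; inactive = neither criterion met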;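 note: 0% = median of neutral control wells and 100% = no fluorescence left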
Target sequence (P55212 24-179 limits assumed): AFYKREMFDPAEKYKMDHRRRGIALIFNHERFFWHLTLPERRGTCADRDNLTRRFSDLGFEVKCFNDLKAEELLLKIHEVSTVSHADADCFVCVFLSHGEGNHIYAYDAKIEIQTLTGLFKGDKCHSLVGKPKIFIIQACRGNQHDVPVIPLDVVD
Target sequence (P55212 194-293 limits assumed): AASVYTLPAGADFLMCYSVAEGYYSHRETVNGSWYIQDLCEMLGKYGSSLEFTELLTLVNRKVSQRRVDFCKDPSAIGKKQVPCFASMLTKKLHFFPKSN
* hit, by the source's call; ? = inconclusive; . = not tested or not shown.

SMILES	PAX8 reporter	SIRT5 block	ARNT-TACC3 inh	LGR2 antag	EWS-Fli block	DENV2 CPE rescue	CASP6 VEID inh
O=C(NC1CCCCC1)C1CC(=O)N(CCc2ccccc2)C1 (stereo unspecified)	.	-5.1	-1.4	-10.3	7.3	-1.2	0.2
COc1ccc(N2CCN(C3CCCN(C(=O)CN4CCCC4=O)C3)CC2)cc1 (stereo unspecified)	-9.1	-3.8	-49.6	-4.3	.	-5.8	3.5
C[C@H]1CN([C@@H](C)CO)C(=O)c2cc(-c3ccc(F)cc3)cnc2O[C@H]1CN(C)C(=O)CN(C)C	.	-18.3	-3.6	4.5	0.4	-4.3	1.0
COc1ccc(CNC(=O)c2cc(C3CC3)nc3c2cnn3C(C)C)cc1	14.4	-1.6	.	-5.7	8.2	-2.9	-0.1
Oc1ccc(/C(Cc2ccccn2)=N\Nc2ccccc2)c(O)c1	0.0	1.7	9.6	-3.2	5.9	5.4	4.9
CC(C)(C)Nc1nc(Cl)nc(NC(C)(C)C)n1	-7.2	.	1.5	-28.4	.	.	.
Cc1ccc(S(=O)(=O)N(C)C[C@@H]2Oc3ccc(NC(=O)Nc4ccc(F)cc4)cc3C(=O)N([C@@H](C)CO)C[C@@H]2C)cc1	7.4	0.6	0.5	-7.4	19.7	19.4	-1.0
CCOc1cc(/C=N/NC(=O)c2ccccc2-n2cccc2)ccc1O	16.6	2.1	-8.4	2.0	-1.1	2.6	2.4
Cc1n[nH]c(C)c1Sc1ccccc1[N+](=O)[O-]	-13.5	-0.6	5.4	6.5	3.9	5.0	2.1
Cn1cccc1C(=O)OCC(=O)NCc1ccc2c(c1)OCO2	-26.7	-0.3	-4.9	6.9	-13.7	-2.2	5.6
Cc1ccc(N2C(=O)c3ccccc3C2=O)nc1	10.9	1.3	-5.2	-10.3	4.8	1.6	-0.9
Cc1ccc(C(=O)N2CCC3(CC2)Oc2ccc(Cl)cc2C(=O)C32CC(c3ccc(Cl)cc3)=NO2)s1 (stereo unspecified)	5.4	.	6.2	-8.4	-2.4	8.2	-3.5
C[C@@H]1CN([C@H](C)CO)S(=O)(=O)c2ccc(/C=C/c3ccccc3)cc2O[C@H]1CN(C)C(=O)NC1CCCC1	0.7	15.2*	10.8	10.5	9.5	4.5	-1.4
O=C(Nc1cccc(F)c1)N1C[C@@H]2[C@H](c3ccccc31)[C@@H](CO)N2C(=O)c1ccccn1	-23.3	1.7	13.7	-2.4	-10.2	12.3	0.8
COc1cccc(CN(C)C(=O)c2ccc(S(=O)(=O)Nc3ccccc3F)cc2)c1OC	8.3	-0.4	-0.4	16.2	0.5	7.4	1.7
Cc1cccc(/C=C/C(=O)c2ccc(N3CCOCC3)cc2)c1	-3.1	-0.6	.	-4.2	-8.8	-6.2	-0.7
O=C(Nn1c(-c2ccc(Br)cc2)nc2ccccc2c1=O)c1cccnc1	6.5	2.4	1.9	.	15.3	-0.5	-0.6
CC1CC(C)CN(S(=O)(=O)c2ccc(F)c(C(=O)Nc3ccc(Cl)cc3F)c2)C1 (stereo unspecified)	.	-2.5	-2.1	11.6	9.9	2.3	1.9
Cn1cnnc1Sc1ccc(C(=O)NCCC(c2ccccc2)c2ccccc2)cc1[N+](=O)[O-]	3.7	1.8	0.4	-9.1	0.0	6.1	2.9
O=C(Nc1ccccc1F)N1CCCCN2[C@@H](CO)[C@@H](c3ccc(/C=C/c4ccccc4)cc3)[C@@H]2C1	75.7*	.	23.9	4.2	25.7	.	.

Among those listed so far, these have a Cl atom.
SMILES	PAX8 reporter	SIRT5 block	ARNT-TACC3 inh	LGR2 antag	EWS-Fli block	DENV2 CPE rescue	CASP6 VEID inh
CC(C)(C)Nc1nc(Cl)nc(NC(C)(C)C)n1	-7.2	.	1.5	-28.4	.	.	.
Cc1ccc(C(=O)N2CCC3(CC2)Oc2ccc(Cl)cc2C(=O)C32CC(c3ccc(Cl)cc3)=NO2)s1 (stereo unspecified)	5.4	.	6.2	-8.4	-2.4	8.2	-3.5
CC1CC(C)CN(S(=O)(=O)c2ccc(F)c(C(=O)Nc3ccc(Cl)cc3F)c2)C1 (stereo unspecified)	.	-2.5	-2.1	11.6	9.9	2.3	1.9

(cont.)
SMILES	PAX8 reporter	SIRT5 block	ARNT-TACC3 inh	LGR2 antag	EWS-Fli block	DENV2 CPE rescue	CASP6 VEID inh
O=C(O)C1CC=CCC1C(=O)Nc1ccc(Oc2ccc(Cl)cc2)cc1 (stereo unspecified)	6.5	-2.1	.	5.0	7.0	-2.8	4.2
Cc1cccc(C(=O)OCC(=O)NCCCc2ccccc2)c1O	10.3	-0.9	-6.8	5.1	5.1	0.2	-2.2
CC(C)NC(=O)N(C)C[C@H]1Oc2ccc(NC(=O)Nc3ccc(F)cc3)cc2CC(=O)N([C@@H](C)CO)C[C@H]1C	-18.8	0.7	-7.2	18.1	-5.0	0.6	-0.8
Nn1c(SCC(=O)NC2CCS(=O)(=O)C2)nnc1-c1ccco1 (stereo unspecified)	-6.2	.	-10.3	8.2	1.8	-8.0	4.2
CO[C@@H]1CN(C)C(=O)c2cc(NC(=O)CC(F)(F)F)ccc2OC[C@H](C)N(C(=O)C2CC2)C[C@H]1C	.	-1.4	.	0.6	-4.8	0.1	2.1
CC1(C2CC(C(F)(F)F)n3nc(C(=O)O)cc3N2)CC1 (stereo unspecified)	-23.8	-0.3	-2.1	-15.1	6.4	-2.3	1.8
CN1C(=O)c2cc(NC(=O)C3CCCC3)ccc2OC[C@@H]2O[C@@H](CC(=O)NCC(F)(F)F)CC[C@@H]21	5.0	-0.6	2.2	-12.5	3.9	14.0	-1.7
COc1ccc(-c2csc(NC(=O)c3ccccc3NS(=O)(=O)c3ccc(F)c(F)c3)n2)cc1	97.0*	2.2	2.2	45.9	21.1	0.2	4.4
COC(=O)[C@]1(Cc2ccccc2)N[C@H](CN(C)C(=O)Nc2ccc(OC)cc2)[C@@H]2C(=O)N(C)C(=O)[C@@H]21	-9.6	-4.6	3.7	-26.4	-6.2	?	.
CCCNC(=O)N1CC(=O)N2[C@@H](CO)[C@H](c3ccc(-c4cccc(C)c4)cc3)[C@@H]2C1	-0.8	-1.9	.	17.5	4.5	-1.1	3.8
COC(=O)c1ccc(CNC(=O)c2ccc(COc3ccccc3)cc2)cc1	-1.0	.	1.4	-2.3	.	.	.
CCOC(=O)C1(Cc2ccccc2)CCCN(Cc2ccccn2)C1 (stereo unspecified)	-7.6	-3.6	1.9	30.7	2.2	0.7	-5.9
CN(C)CC#Cc1ccc([C@@H]2[C@H](C#N)N[C@@H]2CO)cc1	-24.6	6.0	-1.0	3.2	0.5	-2.3	-1.0
CC1CCc2nn(CC(=O)NCCCN3CCCC3=O)cc2C1 (stereo unspecified)	-2.5	.	-3.0	15.0	0.1	-9.1	4.7
CC(C)C(=O)Nc1ccc2c(c1)C(=O)N(C)[C@@H]1CC[C@H](CC(=O)NCCCN(C)C)O[C@H]1CO2	-25.5	-0.9	-7.9	11.1	-10.8	4.1	1.2
CO[C@H](CN(C)Cc1nccs1)[C@H](C)CN([C@@H](C)CO)S(=O)(=O)c1ccc(C)cc1	.	-0.5	-4.3	11.3	-4.8	-0.1	0.6
COc1ccc(-n2cnc3cc(C(=O)NCCN4CCOCC4)ccc32)cc1	-19.7	-3.3	.	.	11.1	3.6	-0.8
Cc1c(NC(=O)C2CCCCN2S(=O)(=O)c2ccc(Cl)cc2)c(=O)n(-c2ccccc2)n1C (stereo unspecified)	11.2	-1.0	-4.4	9.6	-1.4	-0.7	2.9
COc1cccc(OC)c1C(=O)Nn1c(-c2cccc(C)c2)nc2ccccc2c1=O	11.2	0.6	-6.0	-13.2	2.4	-5.1	-3.5
CC(=O)Oc1ccc(C(=O)Nc2ccccc2C(=O)NCC(C)C)cc1	-19.9	.	-1.4	-9.8	.	.	.
CNC(=S)Nc1ccc([N+](=O)[O-])cc1	4.0	0.4	5.3	-2.6	-3.6	-1.6	-0.5
Cn1nccc1C(=O)N1CCCC(N2CCN(c3cccc(C(F)(F)F)c3)CC2)C1 (stereo unspecified)	3.6	-0.1	-12.7	-2.1	.	7.6	-1.3
Cc1cc(-c2ccc(C)c(S(=O)(=O)NCc3cccc(Br)c3)c2)on1	-1.9	-1.9	-11.3	14.2	7.0	-3.7	3.0
Cc1ccc(C(=O)NC(=S)Nc2ccc(CN3CCCCC3)cc2)c(C)c1	-0.4	-0.5	5.8	10.0	20.6	5.4	-2.8
COc1ccc2[nH]c3c(=S)nc[nH]c3c2c1	-33.7	-0.5	-0.3	-27.7	-15.4	-2.9	3.5
COc1ccc(S(=O)(=O)N(C)C[C@H]2OCCCC[C@@H](C)Oc3ccc(NS(=O)(=O)c4ccc(C)cc4)cc3C(=O)N([C@@H](C)CO)C[C@@H]2C)cc1	36.3	21.4*	4.1	2.4	-1.1	3.8	-3.0
CCC(=O)NC(=S)Nc1c(C)cc(Br)cc1C	-12.5	-2.5	1.1	-13.9	-0.9	3.3	-3.3
CCOC(=O)c1[nH]n(-c2ccc(Cl)cc2)c(=O)c1C	-0.4	.	-2.2	-5.6	.	.	.
Cc1cc(C)n2nc(SCC(=O)N(CCC#N)c3ccc(F)cc3)nc2n1	4.6	-1.2	3.7	1.8	-3.0	11.1	-1.3
CC(C)Cc1nnc(NC(=O)c2cccc(S(=O)(=O)N3CCN(C)CC3)c2)s1	9.9	0.4	-7.2	-18.6	10.1	2.4	-0.9
CCOc1ccc(Cn2c(=O)sc3ccccc32)cc1	-90.3	2.5	2.4	4.9	4.6	1.2	1.1
Cc1noc(C)c1CSCC(=O)N(C)CC(=O)Nc1ccccc1Cl	1.0	-0.7	0.8	-3.8	-3.9	-4.0	0.8
CC(CCc1ccco1)N(C)S(=O)(=O)c1csc(C(N)=O)c1 (stereo unspecified)	-9.1	-0.4	-1.2	-14.6	.	0.5	5.0
Cc1ccc(CS(=O)(=O)c2cn(CC(=O)N3CCOCC3)c3ccccc23)cc1	-6.5	0.9	-3.0	-5.2	-6.8	-6.9	2.3
COc1ccc(OC)c(NC(=O)CN2C(=O)COc3ccc(S(=O)(=O)N4CCCC4)cc32)c1	9.0	-0.9	6.1	1.9	.	-2.7	29.6
C#CCOc1nc2c(c(=O)n(C)c(=O)n2C)n1Cc1ccccc1	19.5	-1.0	-4.0	2.1	-6.9	-1.2	0.7
O=C(NC(=S)Nc1cccnc1)c1cccc(Cl)c1	-35.2	3.3	.	4.9	-10.9	0.0	3.0
CNC[C@@H]1Oc2ccc(NS(=O)(=O)c3ccc(C)cc3)cc2C(=O)N([C@@H](C)CO)C[C@@H]1C	-9.1	-0.6	-11.9	-22.0	-8.4	3.7	-1.0
C[C@@H]1CN([C@@H](C)CO)C(=O)c2cc(C#CC3CCCCC3)cnc2O[C@@H]1CN(C)C(=O)C1CCCCC1	.	-0.8	6.1	4.7	1.8	3.9	1.1
O=C(c1cc(C2CC2)on1)N1CCCC(N2CCN(c3cccc(C(F)(F)F)c3)CC2)C1 (stereo unspecified)	14.0	-11.3	-2.7	-5.4	11.9	30.2*	1.3
O=C(CSc1nc2ccc(NC(=O)C3CCCCC3)cc2s1)NCC1CCCO1 (stereo unspecified)	-20.5	.	29.6	-24.8	.	.	.
CCc1nnc(NC(=O)CSc2ccc(-c3ccccc3OC)nn2)s1	-8.9	1.2	2.9	3.4	2.3	-2.0	6.7
CNC(=O)Nc1ccc(Cn2cc(C(F)(F)F)ccc2=O)cc1	9.8	-1.0	-6.6	-2.6	1.7	1.9	-0.7
COc1ccc2cc(C(=O)Nc3ccc(S(N)(=O)=O)cc3)sc(=O)c2c1OC	24.9	-4.6	2.5	-21.2	-6.6	-0.9	11.3
COc1ccc(NC(NC(=O)c2cccnc2)C(Cl)(Cl)Cl)cc1 (stereo unspecified)	-1.4	0.2	.	-32.2	-0.9	-2.5	8.3
CC(=O)Nc1ccc2c(c1)C(=O)N(C)[C@H]1CC[C@@H](CC(=O)NCc3ccccc3)O[C@@H]1CO2	0.7	4.6	3.1	-6.5	10.7	2.0	-2.1

Compounds were not picked by outcome (roughly 4.9% active in at least one column).
